TDP1 block: TDP1 (human) enzyme inhibition. Q9NUW8. recombinant TDP1, AlphaScreen DNA substrate cleavage. Potency, µM (series often up to 130 µM), for the others: at the top dose activity change, negative = inhibition, most hits filed as inhibitors. 350,000 compounds, 0.28% hits; further: nearly all actives have a fitted effect of over 40% in size
Target sequence (Q9NUW8 whole entry, looked up): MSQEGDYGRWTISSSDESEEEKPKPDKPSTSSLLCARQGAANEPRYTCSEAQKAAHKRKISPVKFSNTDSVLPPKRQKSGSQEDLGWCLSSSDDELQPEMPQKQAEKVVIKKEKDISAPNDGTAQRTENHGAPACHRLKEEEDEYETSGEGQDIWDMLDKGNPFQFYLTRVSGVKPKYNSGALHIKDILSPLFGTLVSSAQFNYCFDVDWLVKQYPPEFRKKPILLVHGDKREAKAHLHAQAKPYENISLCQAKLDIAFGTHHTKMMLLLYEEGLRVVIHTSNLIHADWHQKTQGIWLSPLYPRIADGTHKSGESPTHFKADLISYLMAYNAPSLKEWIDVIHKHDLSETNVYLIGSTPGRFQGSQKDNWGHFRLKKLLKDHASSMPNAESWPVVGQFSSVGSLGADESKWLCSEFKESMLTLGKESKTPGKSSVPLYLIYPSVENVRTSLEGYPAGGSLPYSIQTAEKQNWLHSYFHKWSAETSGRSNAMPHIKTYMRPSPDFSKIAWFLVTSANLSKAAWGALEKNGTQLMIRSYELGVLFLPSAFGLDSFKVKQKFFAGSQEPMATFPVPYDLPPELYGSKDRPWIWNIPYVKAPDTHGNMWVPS
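Recombinant human Tdp1 (E. coli-expressed, 1 nM final) preincubated with compounds 15 min at room temperature, then 5'-biotin/3'-phosphotyrosine-FITC DNA substrate (15 nM final) added for 5 min. AlphaScreen beads (10 ug/ml final) added 10 min; cleavage lowers signal.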
N370S GC: inhibitors or activators of N370S glucocerebrosidase for Gaucher disease; P04062; Potency, µM (series often up to 59.4 µM), for inactives: at the highest dose activity change, negative = inhibition, most hits filed as inhibitors; 330,000 compounds, 0.092% hits; AID 2101; N370S GC spleen homogenate, 4MU-glucoside fluorescence;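 further: 0% = full enzyme activity and -100% = no enzyme basal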
TDP1 cell noCPT: qHTS for Inhibitors of human tyrosyl-DNA phosphodiesterase 1 (TDP1): qHTS in cells in absence of CPT; DT40 Tdp1-/- hTDP1 cells, no CPT, ATP luminescence, 48 h; Potency, µM (highest dose often 46.2 µM), for the others: top-dose activity change, negative = growth inhibition, usual class: inhibitors; 420,000 compounds, 15% hits; AID 686978, 2013; further: nearly all actives have a fitted effect of over 55% in size
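Camptothecin absent (DMSO only). Human TDP1-complemented DT40 knockout cells, 400 cells/well, 37 °C for minimum 48 hr; ATP measured via CellTiter-Glo, 30 min dark incubation, luminescence.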
Numbers without * were called inactive; ? = inconclusive; · = no result given; [ ] = remark or other dose. The call rests on the fitted dose curve; in most records, active means well fitted curve in the direction sought with a large enough effect; inconclusive means small, poorly fitted or top-dose-only effect, or another doubt; inactive means no such curve, though single readings can be large; an effect the other way counts as inactive or inconclusive. Unless noted, on the % scale 0 is the no-effect control and ±100 the full control effect; potency means the concentration at half of the fitted maximal effect.

Fields – TDP1 block	N370S GC	TDP1 cell noCPT
CC1=C(C(=O)Nc2ccccc2)C(c2cc(CN3CCOCC3)cs2)C2=C(CCCC2=O)N1 (stereo not drawn)
 : 2.3%	-6.5%	-10.5%
Cc1ccc(-c2nc3ccccc3[nH]2)cn1
 : ·	-14.0%	?
Cc1ccc(NC(=O)CSc2nc3ncc(Cl)cc3[nH]2)c(C)c1
 : -2.2%	-6.7%	-0.1%
COc1ccc([N+](=O)[O-])cc1NC(=O)C1CCCCC1C(=O)O (stereo not drawn)
 : 2.5%	-10.5%	-14.3%
CCOC(=O)N1CCN(c2nc(N(c3ccccc3)c3ccccc3)nc(-n3ccnc3)n2)CC1
 : 8.4%	12.6%	·
Cc1cc(CN(C)C(=O)c2ccc(OC3CCN(S(=O)(=O)N(C)C)CC3)cc2)n[nH]1
 : 2.4%	-0.1%	7.5%
O=C(Nc1ccc(Oc2ccsc2C(=O)O)cc1)c1ccccc1F
 : ·	-11.7%	-12.9%
Cc1ccc(C(=O)Nc2ccc(O)cc2C(=O)O)cc1C
 : 11.7%	-12.5%	-10.8%
COc1cc2c(cc1NC(=O)COC(=O)/C=C/c1ccccc1)oc1ccccc12
 : -0.6%	1.7%	?
Cc1cc(NC(=O)CSc2nc3c(c(=O)n2-c2ccccc2)SC(C)C3)no1 (stereo not drawn)
 : 0.0%	16.0%	20.6µM*
CCOc1ccc(NC(=S)NC23CC4CC(CC(C4)C2)C3)cc1
 : ·	0.8%	?
CCS(=O)(=O)N1CCC(C(=O)Oc2ccc(C)c(C)c2)CC1
 : ·	-2.3%	7.5%
CCOc1ccc(CNC(=O)CCC(=O)n2ncc3ccc(Cl)cc32)cc1
 : ·	2.0%	-0.7%
O=C(CC1SC(N2CCCCC2)=NC1=O)Nc1cccc(C(=O)Nc2ncccc2O)c1 (stereo not drawn)
 : ·	-5.5%	?
CC(=O)O[C@@H]1[C@H]2[C@@H](C[C@@H](C)[C@@H]3C=CC(=O)[C@@]13C)OC(=O)[C@@H]2C
 : 3.5%	-0.3%	?
Cc1cc(/C=C(/C#N)c2cccc(F)c2)c(C)n1-c1cccnc1
 : 10.3%	6.1%	?
NC(=O)CSc1nnc(-c2cccnc2)n1Cc1ccccc1
 : 0.0%	4.9%	-6.9%
CN(CC(=O)Nc1ccc(F)c(F)c1F)C(=O)C1COc2ccccc2O1 (stereo not drawn)
 : -13.3%	·	-15.9%
CCn1nc(NC(=O)c2ccncc2)c2cc3cccc(C)c3nc21
 : 2.1%	-5.4%	-23.3%
O=C(Cn1cc(C(F)(F)F)cc(Cl)c1=O)NCCc1ccc(Cl)cc1Cl
 : ·	-8.4%	23.4%
CN(C)S(=O)(=O)c1cccc(NC(=S)NCc2ccco2)c1
 : 8.0%	-3.7%	-16.2%
C=CCN1N=C(/C=C/c2ccccc2)CCC1=O
 : 7.7%	12.0%	-3.1%
Cc1ccc(C)c(N(C(=O)Cn2nnc(-c3cccs3)n2)C(C(=O)NC2CCCC2)c2ccncc2)c1 (stereo not drawn)
 : 9.9%	-4.7%	-17.8%
O=C(CSc1n[nH]c(-c2ccncc2)n1)Nc1ccccn1
 : 2.0%	4.2%	?
O=C(c1ccc(NS(=O)(=O)c2ccc3[nH]c(=O)[nH]c3c2)cc1)N1CCN(c2ccccc2)CC1
 : 4.5%	·	-18.9%
Cc1ccc(S(=O)(=O)N2CCCN(S(=O)(=O)c3ccc4ccccc4c3)CC2)cc1
 : 2.4%	-16.4%	?
COC(=O)CNC(=O)C1CCC(CNS(=O)(=O)c2cccc3nsnc23)CC1 (stereo not drawn)
 : -0.2%	-0.5%	2.4%
CC(C)(C)NC(=O)CCN(/N=C/c1ccccc1F)C1=NS(=O)(=O)c2ccccc21
 : ·	7.3%	20.6µM*
O=C(CC(c1cccs1)N1Cc2ccccc2C1=O)Nc1ccc(F)c(Cl)c1 (stereo not drawn)
 : -2.8%	·	?
CC(C)Oc1ccc(CNC(=O)C2CCN(c3nc4ccccc4nc3C(F)(F)F)CC2)cc1
 : 0.0%	·	5.8µM*
CC1C(=O)OC(c2ccc(Br)cc2)C(C)(C)C1=O (stereo not drawn)
 : 1.2%	-5.4%	-23.4%
COc1ccc(/C=N/S(=O)(=O)c2cccs2)cc1
 : 5.1%	-8.9%	14.0%
COc1ccc(N2C(=O)C3ON(C4SC(=S)N(C)C4(C)C)C(c4ccc([N+](=O)[O-])cc4)C3C2=O)cc1 (stereo not drawn)
 : 2.1%	-6.4%	-11.3%
Cc1cccc(NC(=O)C2CCN(S(=O)(=O)c3ccc4c(c3)NC(=O)CO4)CC2)c1C
 : 2.6%	-11.3%	-25.3%
COc1cccc(CNC(=O)CCNC(=O)Cn2ccc3ccccc3c2=O)c1
 : 0.0%	9.3%	-3.0%
Cc1ccc2c(c1)N/C(=C(\C=C(/Cl)[N+](=O)[O-])[N+](=O)[O-])N2
 : 5.9%	-13.2%	·
Clc1ccc(-c2nnc(-c3ccccc3)c(-c3ccccc3)n2)cc1
 : 8.6%	-11.4%	-29.8%
O=C(c1ccc(F)cc1)N1CCc2c([nH]c3ccccc23)C1c1ccc(Cl)cc1 (stereo not drawn)
 : 5.4%	·	?
CCC1=C2CC[C@H]3C(=O)N(c4ccccc4)C(=O)[C@H]3[C@H]2[C@@]2(C)C(=O)N(CC(=O)OC)C(=O)N2C1=O
 : 2.7%	-17.6%	·
COc1ccc(CC(=O)NCCc2csc3nc(-c4ccccc4F)nn23)cc1
 : 6.5%	·	-20.4%
O=C(CCC(=O)Nc1ccccc1)N/N=C/c1ccccc1F
 : -4.9%	-7.6%	0.4%
Cc1cc2nc3c(=O)n(C4CCCCC4)c(=O)[nH]c3nc2cc1N
 : -3.1%	20.8%	-10.2%
O=C(C1=COCCO1)N(Cc1nnc(-c2ccc(Cl)cc2)o1)C1CC1
 : -3.5%	-0.2%	?
Cc1ccc(-c2cn(S(=O)(=O)c3cccc4nsnc34)nc2N)cc1
 : 10.2%	-2.5%	-25.6%
COc1ccc(CNc2cc(C)nc3ncnn23)c(OC)c1
 : 4.0%	5.0%	10µM*
CCOc1ccc(S(=O)(=O)NNC(=O)c2cc3ccccc3o2)cc1
 : 2.3%	-3.1%	?
CCc1nc(SCC(=O)Nc2sc(C)c(C)c2C(=O)OC)c2ccccc2n1
 : -1.0%	6.7%	·
COc1cc(NS(=O)(=O)c2ccc3c(c2)C(C)(C)C(=O)N3C)cc(OC)c1
 : ·	4.2%	-4.9%
O=S(=O)(NC(=NCc1ccccc1)c1ccccc1)c1ccccc1
 : ·	-4.4%	-9.2%
CCCN(CCC)c1ccc(/C=N/NC(=O)CN2CCOCC2)cc1
 : -4.8%	-2.3%	-18.7%
Cc1c(Cl)cccc1NC(=O)CNCc1ccccc1F
 : -2.5%	4.5%	13.4%
CC(C)C(=O)N1CCC(CN=CC2=C(O)CC(C)(C)CC2=O)CC1
 : 2.6%	3.6%	-17.6%
CCOc1ccc(NC(=O)CC2C(=O)N(CC)C(=S)N2CCNC(C)=O)cc1 (stereo not drawn)
 : -2.6%	-4.4%	-2.6%
COc1ccc(CNC(=O)Cn2cnc3c(SC)nc(N)nc32)cc1
 : 0.0%	·	-28.8%
CCc1ccc(-c2csc3ncn(Cc4ccc(C(=O)O)cc4)c(=O)c23)cc1
 : -9.9%	8.6%	-2.7%
C=CCn1c(=S)[nH]c2scc(-c3ccc(C)o3)c2c1=O
 : 10.7%	9.7%	10.3µM*
COc1ccc(NC(=O)c2ccc(NC3CC(=O)N(c4ccc(C)cc4C)C3=O)cc2)cc1 (stereo not drawn)
 : -1.2%	0.3%	?
COc1ccc(S(=O)(=O)N2CCN(C)CC2)cc1C
 : 4.9%	0.1%	-14.1%
C=CCOn1c(C)c(C(C)=O)c2c3nonc3ccc21
 : -6.6%	2.9%	?
CC(C(=O)NC(=O)NCc1ccccc1)N1C(=O)c2ccccc2C1=O (stereo not drawn)
 : 1.1%	-12.0%	6.1%

Pulled by compound from the list above:
Fields – TDP1 block	N370S GC	TDP1 cell noCPT
CC1=C(C(=O)Nc2ccccc2)C(c2cc(CN3CCOCC3)cs2)C2=C(CCCC2=O)N1 (stereo not drawn)
 : 2.3%	-6.5%	-10.5%
COc1ccc([N+](=O)[O-])cc1NC(=O)C1CCCCC1C(=O)O (stereo not drawn)
 : 2.5%	-10.5%	-14.3%
CC(C)C(=O)N1CCC(CN=CC2=C(O)CC(C)(C)CC2=O)CC1
 : 2.6%	3.6%	-17.6%
NC(=O)CSc1nnc(-c2cccnc2)n1Cc1ccccc1
 : 0.0%	4.9%	-6.9%
Cc1ccc(-c2cn(S(=O)(=O)c3cccc4nsnc34)nc2N)cc1
 : 10.2%	-2.5%	-25.6%
O=C(CCC(=O)Nc1ccccc1)N/N=C/c1ccccc1F
 : -4.9%	-7.6%	0.4%
Cc1ccc(-c2nc3ccccc3[nH]2)cn1
 : ·	-14.0%	?

A different layout for 2 compounds above.
COc1cc(NS(=O)(=O)c2ccc3c(c2)C(C)(C)C(=O)N3C)cc(OC)c1
- TDP1 block: ·
- N370S GC: 4.2%
- TDP1 cell noCPT: -4.9%

O=S(=O)(NC(=NCc1ccccc1)c1ccccc1)c1ccccc1
- TDP1 block: ·
- N370S GC: -4.4%
- TDP1 cell noCPT: -9.2%

Additional structures
Fields – TDP1 block	N370S GC	TDP1 cell noCPT
CN(C(=O)Cn1nnc(-c2ccccc2)n1)C1CCS(=O)(=O)C1 (stereo not drawn)
 : ·	-12.5%	-5.1%
CC#CCN1c2ccccc2[C@]23C[C@@H](C(=O)OC)N(C(=O)c4ccco4)C2=NC(C(=O)OC)=C(C(=O)OC)[C@H]13
 : 8.9%[12.3 µM]	4.7%[12.8 µM]	?
O=C(Nc1ccc2oc(-c3cccnc3)nc2c1)c1ccc(-c2ccccc2OC(F)(F)F)o1
 : 5.7%[2.28 µM]	·	9.2µM*
OC(CN1CCN(C(c2ccccc2)c2ccccc2)CC1)c1ccc(Br)cc1 (stereo not drawn)
 : ·	-17.3%	?
Cc1ccc(CN(C(=O)COc2ccc(Br)cc2)C2CCS(=O)(=O)C2)o1 (stereo not drawn)
 : 10.6%	0.4%	-21.2%
COc1ccc(/C=C/c2nc(C#N)c(NCc3ccc(C)cc3)o2)cc1OC
 : 2.3%	·	?
O=Cc1cn(-c2ccccc2)nc1-c1cc2c(ccc3ccccc32)oc1=O
 : -3.6%	24.3%	-21.2%
COc1ccc(CCNC(=O)CSc2nnc3ccc(-c4ccncc4)nn23)cc1
 : 2.4%	-10.0%	3.5%
Cc1ccc(C(=O)Nc2cccc(S(=O)(=O)N3CCCCC3)c2)cc1[N+](=O)[O-]
 : 2.9%	·	?
Cn1cc(S(=O)(=O)Cc2ccc(F)cc2)c2ccccc21
 : ·	-2.3%	-2.6%
O=C(Cc1ccc(F)cc1)N(c1ccccc1)C1C=CS(=O)(=O)C1 (stereo not drawn)
 : 0.0%	-1.7%	0.7%
COc1cc(C(=O)NCCc2ccc3c(c2)OCCO3)ccc1OCC(=O)N1CCOCC1
 : 4.4%	16.8%	-10.0%
O=C(COc1ccccc1)Nc1ccc(S(=O)(=O)N2CCOCC2)cc1
 : 2.9%	19.4%	-24.6%
CN1CC(=O)N(C)c2ncn(Cc3ccccc3)c2C1=O
 : -2.6%	16.4%	6.0%
O=C1CC(c2ccco2)Cc2nc(N3CCN(Cc4ccc5c(c4)OCO5)CC3)ncc21 (stereo not drawn)
 : 9.5%	0.2%	-22.8%
Cc1ccnc(NC(=O)c2ccccc2[N+](=O)[O-])c1
 : 3.9%	0.3%	-1.7%

Three structures out of the list, sorted by formula weight, high to low.
Fields – TDP1 block	N370S GC	TDP1 cell noCPT
COc1cc(C(=O)NCCc2ccc3c(c2)OCCO3)ccc1OCC(=O)N1CCOCC1
 : 4.4%	16.8%	-10.0%
Cc1ccc(C(=O)Nc2cccc(S(=O)(=O)N3CCCCC3)c2)cc1[N+](=O)[O-]
 : 2.9%	·	?
O=Cc1cn(-c2ccccc2)nc1-c1cc2c(ccc3ccccc32)oc1=O
 : -3.6%	24.3%	-21.2%

Assay outcomes deposited in PubChem BioAssay by National Center for Advancing Translational Sciences (NCATS).

An excerpt. The share of hits here may be higher or lower than overall.
